All columns: NCI-60 one-dose screen, growth in % after 48 h at 10 µM unless noted; 100 = growth as untreated, 0 = no growth, -100 = all killed.
IGROV1: IGROV1 ovarian cancer | 4.7% of 79,000 active
NCI-H460: NCI-H460 lung cancer; AID 1794736; 6.8% of 82,000 active
NCI-H226: NCI-H226 lung cancer. 3.5% of 79,000 active. AID 1794732
SK-OV-3: SK-OV-3 ovarian cancer cells; 3.2% of 80,000 active; AID 1794785
NCI/ADR-RES: NCI/ADR-RES ovarian cells | 4.4% of 81,000 active
OVCAR-4: OVCAR-4 ovarian cancer cells. 3.7% of 80,000 active. AID 1794784
NCI-H522: NCI-H522 lung cancer | 8% of 78,000 active | AID 1794739
NCI-H322M: NCI-H322M lung cancer | 2.7% of 80,000 active
NCI-H23: NCI-H23 lung cancer | 4% of 80,000 active | AID 1794731
* hit, by the source's call; · = no result given. The calls were made as follows: active = growth percent below 10; inactive = the rest.

SMILES	IGROV1	NCI-H460	NCI-H226	SK-OV-3	NCI/ADR-RES	OVCAR-4	NCI-H522	NCI-H322M	NCI-H23
CN1CCN(c2nc(NN3C(=O)c4cccc5cccc(c45)C3=O)nc(N3CCOCC3)n2)CC1	101	107	98	105	102	110	96	93	103
CCOC(=O)/C=C/C(=O)Nc1ccc(C(=O)O)c(O)c1	85	107	105	118	109	106	103	106	104
COc1ccc(/C=C(/C(=O)N2CCNCC2)c2cc(OC)c(OC)c(OC)c2)cc1O	60	38	89	10	105	79	0.3*	50	50
CCCCNC1=CC(=O)C(NCCCC)=CC1=O	110	120	97	109	98	100	84	115	99
CC(=O)NCCN	111	109	98	116	113	115	·	108	111
Cc1cc(C(=O)CSc2nc3ccccc3c(=O)[nH]2)c(C)n1C	-34*	113	98	108	103	123	99	100	98
Cn1c(=O)c2[nH]c(CCCCC(=O)O)nc2n(C)c1=O	110	116	118	113	108	124	96	101	114
OCCN(CCO)c1ccccc1	194	108	103	105	100	86	160	102	103
O=C1Nc2c(c(=O)n(-c3ccccc3)c3ccccc23)C(c2ccc(Cl)cc2)N1 (stereo unspecified)	84	48	99	90	100	105	·	96	90
Oc1ccc(/C=N/c2n[nH]c(Nc3ccccc3)n2)cc1	101	110	98	124	104	110	104	99	100
CN(C)c1cccc2c(S(=O)(=O)/N=C(\N)Nc3nc4ccccc4s3)cccc12	52	30	70	47	48	82	30	83	67
c1ccc(-c2nn(-c3ccccc3)[n+](-c3cccc4ccccc34)n2)cc1	11	1.8*	27	66	90	41	-8.3*	42	1.9*
CC1(C)C(C#N)(C#N)C1(C#N)C#N	102	104	95	106	108	136	100	97	106
COC(=O)[C@]1(C)N[C@H](c2cn(-c3ccccc3)nc2C)[C@@H]2C(=O)N(c3ccc(C)cc3)C(=O)[C@@H]21	120	116	98	101	89	124	92	111	96
CCCCCCCCCC(=O)NO	105	94	98	103	96	108	111	·	·
O=C(NCn1c(=O)[nH]c2ccccc2c1=O)N(c1ccccc1)c1ccccc1	103	105	90	96	96	102	85	102	97
C(=Nc1cccc2ccccc12)Nc1cccc2ccccc12	·	97	76	78	90	93	89	92	87
COC(=O)C(=O)/C=C(\O)c1cc2cc(Cl)ccc2o1	116	113	126	108	105	129	88	101	98
COc1ccc(/C=C2\Cc3ccccc3C2=O)cc1	83	102	97	104	87	94	·	98	92
OCCC1(O)CCCCC1	91	103	109	96	95	104	·	98	106
CO/N=C/c1ccc[n+](C)c1	99	109	99	98	100	100	101	98	101
COc1ccc(/C=C/C(=O)n2cnc3c(N)ncnc32)cc1OC	45	79	108	103	82	108	15	72	84
Cc1ccccc1NCSC(=S)N(C)C	109	102	98	105	102	109	79	105	91
CCC(=O)NCc1cc(-c2ccc(Cl)cc2)n(-c2ccccc2)c1C	83	71	·	90	86	77	68	96	75
N#Cc1c(-c2ccccc2)nc(SCC(O)CN2CCOCC2)nc1N1CCOCC1 (stereo unspecified)	-30*	34	80	41	73	69	63	52	82
CN(C(=O)C(Cl)Cl)c1ccc(OC(=O)c2ccco2)cc1	104	108	104	99	104	108	87	103	101
CCC(C)(c1cc(C(C)(C)C)c(O)c(C(C)(C)C)c1)c1cc(C(C)(C)C)c(O)c(C(C)(C)C)c1	·	106	100	100	102	103	86	98	96
NS(=O)(=O)c1ccc(-c2cc(-c3nnc(SCC(=O)Nc4ccc(Cl)cc4)n3-c3ccccc3)c3ccccc3n2)cc1	75	65	77	69	91	83	87	88	93
CSSSC	99	108	106	97	97	94	96	81	102
CCC(=O)c1c(C)cc(C)c(C(=O)CC)c1C	107	104	91	97	106	102	79	104	98

2 consecutive records already listed, quoted:
SMILES	IGROV1	NCI-H460	NCI-H226	SK-OV-3	NCI/ADR-RES	OVCAR-4	NCI-H522	NCI-H322M	NCI-H23
CSSSC	99	108	106	97	97	94	96	81	102
CCC(=O)c1c(C)cc(C)c(C(=O)CC)c1C	107	104	91	97	106	102	79	104	98

The list goes on.
SMILES	IGROV1	NCI-H460	NCI-H226	SK-OV-3	NCI/ADR-RES	OVCAR-4	NCI-H522	NCI-H322M	NCI-H23
C/C(O)=C(\C=N\C(N)=S)C(=O)Nc1ccccc1	103	100	87	100	110	101	84	104	95
CCOC(=O)N1C2c3ccccc3C(c3ccccc32)N1C(=O)OCC	106	109	·	121	98	100	88	142	98
Clc1ccnc2c1ccc1c(Cl)ccnc12	73	75	82	95	60	81	·	88	102
O=C(Nc1ccc(NC(=O)c2cc(S(=O)(=O)Nc3ccc(F)cc3)c(O)c(O)c2O)cc1)c1cc(S(=O)(=O)Nc2ccc(F)cc2)c(O)c(O)c1O	99	107	110	87	93	104	87	76	96
O=C1NC(C(=O)NCc2ccc(Cl)cc2Cl)CO1 (stereo unspecified)	98	106	91	99	102	103	81	106	97
Cc1ccc(N2CCOC2=O)cc1N1CCOC1=O	109	106	98	106	·	106	·	102	103
CCN(CC)CCN1c2ccccc2Sc2c1ccc1ccccc21	33	71	64	83	72	67	41	87	69
CCN(CC)CCNc1ccc(CO)c2sc3ccccc3c(=O)c12	52	15	36	44	41	·	-18*	51	45
CCOC(=O)C1(NC(=O)C(C)NC(C)=O)CCCC1 (stereo unspecified)	105	116	98	101	107	112	95	92	106
CCOC(=O)N(c1ccccc1)c1ccccc1	99	104	97	92	97	105	102	97	97
COc1nc(OC)nc(-c2cnc3cc(N(C)C)ccc3c2)n1	88	101	99	90	94	110	76	89	88
Cc1ccc(-c2c(C#N)c(=O)oc3cc(O)ccc23)cc1	103	103	95	94	103	116	88	103	103
CCC(=O)Nc1ccccc1C#C/C=C\C#Cc1ccccc1SC	-49*	29	76	78	50	75	84	101	80
CCOC(=O)Oc1c(OC)cc(C(=O)c2ccc(OC)c(O)c2OC)cc1OC	42	8.7*	55	32	-9.7*	75	24	46	38
COc1ccc2c(c1)nnc1c3cccnc3[nH]c21	·	-49*	20	19	14	15	-34*	43	25

Among those listed so far, these have an aryl methoxy group.
SMILES	IGROV1	NCI-H460	NCI-H226	SK-OV-3	NCI/ADR-RES	OVCAR-4	NCI-H522	NCI-H322M	NCI-H23
COc1ccc(/C=C(/C(=O)N2CCNCC2)c2cc(OC)c(OC)c(OC)c2)cc1O	60	38	89	10	105	79	0.3*	50	50
COc1ccc(/C=C2\Cc3ccccc3C2=O)cc1	83	102	97	104	87	94	·	98	92
COc1ccc(/C=C/C(=O)n2cnc3c(N)ncnc32)cc1OC	45	79	108	103	82	108	15	72	84
COc1nc(OC)nc(-c2cnc3cc(N(C)C)ccc3c2)n1	88	101	99	90	94	110	76	89	88
CCOC(=O)Oc1c(OC)cc(C(=O)c2ccc(OC)c(O)c2OC)cc1OC	42	8.7*	55	32	-9.7*	75	24	46	38
COc1ccc2c(c1)nnc1c3cccnc3[nH]c21	·	-49*	20	19	14	15	-34*	43	25

Continued.
SMILES	IGROV1	NCI-H460	NCI-H226	SK-OV-3	NCI/ADR-RES	OVCAR-4	NCI-H522	NCI-H322M	NCI-H23
CC1CCC(=O)N1C (stereo unspecified)	108	112	104	105	106	114	101	104	103
C=CN(C(=O)N1CCN(c2cc3c(cc2F)c(=O)c(C(=O)O)cn3C2CC2)CC1)c1nc(-c2ccccc2)cs1	105	104	98	88	103	93	81	84	101
CC1=NNC(=O)C1CCO (stereo unspecified)	108	98	113	96	116	91	111	106	112
O=C1c2cccc3cccc(c23)C(=O)N1Nc1nc(NCCN2CCOCC2)nc(N2CCOCC2)n1	83	101	93	108	103	103	93	93	94
CC(=O)Oc1c(CBr)cccc1C(=O)O	112	114	99	110	116	114	·	100	110
O=C(CSc1nnc(-c2ccc(Cl)cc2)n1-c1ccccc1)Nc1cccc(Cl)c1	47	48	46	126	50	-6.0*	70	56	50
O=C(Cn1c(=O)[nH]c2ccccc2c1=O)NCc1ccccc1	107	107	102	116	99	103	103	104	105
O=c1[nH]c(=S)[nH]n1C(=S)n1[nH]c(=S)[nH]c1=O	101	103	85	109	95	112	85	97	110
O=c1c2ccccc2[nH]c(=S)n1-c1ccc(S(=O)(=O)Nc2ccc(Cl)nn2)cc1	103	101	101	107	101	103	89	103	101
CCOC(=O)C1=NN(c2ccccc2)C(=O)/C1=C/N1C(=O)/C(=C/c2ccc([N+](=O)[O-])cc2)SC1=S	101	101	97	97	91	83	70	102	82
CC1=C(CC(=O)c2cccc([N+](=O)[O-])c2)C(=O)c2ccccc2C1=O	-61*	-21*	·	30	31	-89*	-47*	69	-25*
NC(N)=N/N=C/c1c(Cl)cccc1Cl	76	96	118	114	89	94	102	93	87
COc1cc(/C=C2\CN(S(=O)(=O)c3ccc(C)cc3)C/C(=C\c3cc(CN4CCCC4)c(O)c(OC)c3)C2=O)cc(CN2CCCC2)c1O	-20*	-67*	32	34	78	12	-36*	11	-54*
C/C(=C(/C)C1CC1CCNS(=O)(=O)c1ccc(C)cc1)C1CCCCC1 (stereo unspecified)	93	99	87	99	93	84	83	98	88
S=C(N/N=C/c1ccc(Cl)c(Cl)c1)Nc1cccc2ccccc12	94	51	94	95	88	51	91	96	·
Cc1cc[n+](CC(=O)c2ccc([N+](=O)[O-])cc2)cc1	98	107	98	104	102	81	91	95	98
CCOC(=O)c1cnc2c(OC)ccc(OC)c2c1Cl	117	108	113	100	110	113	120	120	110
O=C(Nc1ccc(Cc2ccc(NC(=O)C(c3ccccc3)c3ccccc3)cc2)cc1)C(c1ccccc1)c1ccccc1	100	82	91	91	92	88	90	98	91
Clc1ccc2sc(-c3ccccc3)nc2c1	101	80	82	84	100	81	83	102	101
Cc1[nH]c(C(=O)Nc2ccc(C(=O)NCCN)cc2OC(C)C)c(Cl)c1Cl	64	-55*	93	91	91	-12*	-6.7*	53	79
CCOc1ccccc1NC(=O)c1cc(-c2ccc(OC)c(OC)c2)n(-c2ccc(S(C)(=O)=O)cc2)n1	108	89	92	91	89	81	80	104	96
COc1ccc(-c2cnc3ccnn3c2-c2cc(OC)c(OC)c(OC)c2)cc1	62	11	66	32	27	75	10	56	43
CCN1CCN(C(C(=O)NC23CC4CC(CC(C4)C2)C3)c2c[nH]c3ccccc23)C(=O)c2ccccc2C1=O (stereo unspecified)	98	95	81	98	88	96	81	81	93
COc1ccc(Nc2nc(SC)nc(-c3cccc(N)c3)c2C#N)cc1	94	98	93	93	94	89	85	101	94
CC(C)=CCC[C@](C)(O)C1CC[C@]2(C)[C@@H]1CC[C@@H]1[C@@]3(C)CC/C(=N\OCCC#N)C(C)(C)[C@@H]3CC[C@]12C (stereo partly specified)	97	80	68	84	98	80	69	99	72
Cc1cc(C(C)(C)C)c(O)c(C)c1CC1=NCCN1	119	109	90	114	104	108	98	114	111
CC(=O)OCC1OC(n2cc(COc3ccc4ccc(=O)oc4c3)nn2)C(OC(C)=O)C(OC(C)=O)C1OC1OCC(OC(C)=O)C(OC(C)=O)C1OC(C)=O (stereo unspecified)	97	105	91	99	99	106	82	97	·
COc1ccc(-c2cnc3nonc3n2)cc1OC	87	102	100	116	89	65	72	94	76
CCCCCCNC(=O)N1C(=O)CCC1C(=O)NCc1ccc(Cl)cc1Cl (stereo unspecified)	97	106	102	107	106	92	84	104	100
COc1ccc(C2=NOC(CC(=O)N3CCCCC3)C2)cc1OC1CCCC1 (stereo unspecified)	101	101	·	·	102	94	88	105	109
CCCCSc1cc(C)nc(N)n1	100	103	99	98	95	98	95	97	96
O=C(O)c1cc2cccc(O)c2cc1O	103	108	103	103	100	103	93	105	99
CC(Oc1ccc(NC(=O)c2cccs2)cc1)C(=O)c1ccc(Cl)cc1 (stereo unspecified)	85	82	·	86	57	65	64	93	56
Cc1c(OCC(F)(F)F)ccnc1CNc1ccc(C2=CC(c3ccccc3O)N=C(N)N2)cc1 (stereo unspecified)	121	105	96	95	103	90	79	110	99
CCCCc1ccc(Nc2nnc(SCC(=O)NC(=O)NCC)s2)cc1	·	102	96	195	103	104	88	81	97
CCCCCCc1cn(C(C)c2ccc(OC3CCCCC3)c(OC)c2)nn1 (stereo unspecified)	80	84	96	82	66	60	62	82	56
CSc1cnnc2ccccc12	108	113	95	108	96	117	100	110	100
Oc1ccc(Cl)cc1CNC1CCCCC1	116	118	105	98	100	110	99	108	115
C/C(CC(c1ccccc1)c1ccccc1)=N/O	98	104	96	107	108	99	87	102	103
CC(=O)OCC1OC(OC(C)=O)C(NC(=O)N(CCCl)N=O)C(OC(C)=O)C1OC(C)=O (stereo unspecified)	80	101	90	92	113	111	82	116	97
O=C1C=C(NS(=O)(=O)c2ccccc2)C(=O)c2ccccc21	76	104	89	95	105	104	86	91	35
CCOC(=O)c1cccc(NC2=C(Cl)C(=O)c3nc(C)ccc3C2=O)c1	17	100	89	98	95	54	88	104	65
CCN1C2CCC1/C(=C\c1ccc(F)cc1)C1=C2[C@@H](c2ccc(F)cc2)C(C#N)=C(N)O1 (stereo partly specified)	87	103	102	105	103	88	85	98	96
CC12CC[C@@H]3[C@]4(C)COC(c5cn[nH]c5-c5ccc(Br)cc5)O[C@@H]4CC[C@@]3(C)[C@@H]1CC(C1=CCOC1=O)O2 (stereo partly specified)	50	35	60	73	52	36	37	66	57
C[C@]12ON=C(c3ccc(Cl)cc3)N1CCc1sccc12	91	99	85	93	104	87	·	93	106

Two of the compounds above, with values under each structure.
The line under a structure holds: IGROV1	NCI-H460	NCI-H226	SK-OV-3	NCI/ADR-RES	OVCAR-4	NCI-H522	NCI-H322M	NCI-H23
> O=c1c2ccccc2[nH]c(=S)n1-c1ccc(S(=O)(=O)Nc2ccc(Cl)nn2)cc1
 : 103	101	101	107	101	103	89	103	101
> CCOC(=O)C1=NN(c2ccccc2)C(=O)/C1=C/N1C(=O)/C(=C/c2ccc([N+](=O)[O-])cc2)SC1=S
 : 101	101	97	97	91	83	70	102	82
